AID inhibitor: activation induced cytidine deaminase inhibition. AID deamination FRET fluorescence, UDG-coupled, 4 h. Potency, µM (highest dose often 115 µM), for the others: at the top dose activity change, negative = inhibition, actives largely listed as inhibitors. actives 0.32% (n = 91,000); further: nearly all actives have a fitted effect of over 25% in size
Target sequence (Q9GZX7 whole entry, looked up): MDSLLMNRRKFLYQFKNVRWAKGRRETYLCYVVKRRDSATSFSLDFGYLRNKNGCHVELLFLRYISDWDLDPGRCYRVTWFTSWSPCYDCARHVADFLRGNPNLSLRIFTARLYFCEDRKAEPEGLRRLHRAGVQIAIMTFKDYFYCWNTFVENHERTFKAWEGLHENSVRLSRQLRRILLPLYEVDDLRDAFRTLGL
UDG counter: counter-screen for AID inhibitors: uracil-DNA glycosylase inhibition. FRET deamination/UDG coupled assay, UDG read, 4 h. Potency, µM (top dose mostly 115 µM), for inactives: top-dose activity change, negative = inhibition, most hits filed as inhibitors. actives 0.14% (n = 91,000). AID 1347430; further: nearly all actives have a fitted effect of over 65% in size
Active calls of the source: *; [ ] = dose if it differs, or a comment. The call rests on the fitted dose curve; in most records, active means well fitted curve in the direction sought with a large enough effect; inconclusive means small, poorly fitted or top-dose-only effect, or another doubt; inactive means no such curve, though single readings can be large; an effect the other way counts as inactive or inconclusive. On the % scale 0 is the no-effect control and ±100 the full control effect; potency means the concentration at half of the fitted maximal effect. Some of the compounds tested, so the mix of outcomes need not match the whole.

How did CCCC(=O)NC(C)c1nc2ccccc2n1Cc1ccccc1 (configuration not stated) do in these assays?
AID inhibitor: -25.4%; UDG counter: -16.8%[57.5 µM]

How did O=C(O)c1ccc2oc(-c3cccc(Cl)c3)nc2c1 do in these assays?
AID inhibitor: -4.7%; UDG counter: -3.1%

How did O=C(O)CC(C(=O)O)c1c[nH]c2ccccc12 (configuration not stated) do in these assays?
AID inhibitor: 4.9%; UDG counter: 1.7%

What do the screens show for `Nc1ncnc2c1ncn2C1CCCC1`?
AID inhibitor: 1.5%; UDG counter: 1.0%

How did Cc1ccc(C)c(Cn2c(C)c(CNCc3ccc(F)cc3)c(C(=O)O)c2C)c1 do in these assays?
AID inhibitor: 2.6%; UDG counter: -3.1%

How did O=[N+]([O-])c1ccc(N2CCN(c3ccccc3)CC2)c2ccncc12 do in these assays?
AID inhibitor: 14.8%; UDG counter: 0.9%

What do the screens show for `N#Cc1nc(COc2ccccc2)oc1NCCCN1CCOCC1`?
AID inhibitor: 4.9%; UDG counter: 9.8%

How did Cc1ccc(-n2nnnc2CNC(=O)c2ccccc2F)cc1C do in these assays?
AID inhibitor: 2.7%; UDG counter: -1.2%

What do the screens show for `COc1ccc(-c2nc3cc(NC(=O)COc4ccc(F)cc4)ccc3o2)cc1`?
AID inhibitor: 9.7%; UDG counter: 8.3%

What do the screens show for `COc1ccc(-c2nc(SCC(=O)Nc3ccccc3)c(-c3ccc(F)cc3)[nH]2)cc1OC`?
AID inhibitor: -8.5%; UDG counter: 7.6%

How did Cc1cc2oc(=O)cc(CN(CC(C)C)CC(C)C)c2cc1O do in these assays?
AID inhibitor: 3.7%; UDG counter: -16.9%

How did COC(=O)c1ccccc1NC(=O)c1sc2nc(C)cc(C)c2c1NC(=O)c1ccccc1Cl do in these assays?
AID inhibitor: 22.7%; UDG counter: 2.2%

What do the screens show for `COC(=O)c1sc(=S)n(-c2cc(C)cc(C)c2)c1N`?
AID inhibitor: -1.8%; UDG counter: 6.1%

Results for CC1CCc2noc(NC(=O)c3cc(=O)c4cc(Br)ccc4o3)c2C1 (configuration not stated) ?
AID inhibitor: -3.3%; UDG counter: -6.0%

Results for Cc1cc(C)cc(NC(=O)CCC(=O)N2Cc3ccccc3Oc3ncccc32)c1 ?
AID inhibitor: inconclusive; UDG counter: -10.9%

What do the screens show for `C=CCC(CC=C)(CNC(=O)C(=O)Nc1cccc(C(F)(F)F)c1)c1ccccc1`?
AID inhibitor: -22.7%; UDG counter: -16.3%

What do the screens show for `Cc1nc2cc(F)ccc2cc1C(=O)N1CCN(c2ccccc2)CC1`?
AID inhibitor: 1.9%; UDG counter: -2.4%

Results for Cc1[nH]c2ccccc2c1SCCNC(=O)c1ccc(F)cc1 ?
AID inhibitor: -27.8%; UDG counter: -9.7%

What do the screens show for `CC(=O)Nc1cccc(NC(=O)CSc2cn(CC(=O)N3CCOCC3)c3ccccc23)c1`?
AID inhibitor: 11.8%; UDG counter: -10.3%

Results for CN1CCOC(CNCc2cnc(C(C)(C)C)s2)C1 (configuration not stated) ?
AID inhibitor: 4.8%; UDG counter: 2.4%

What do the screens show for `CC(C)c1ccc(NC(=O)C2CCN(S(=O)(=O)c3ccc(Br)s3)CC2)cc1`?
AID inhibitor: 2.7%; UDG counter: -10.5%[57.5 µM]

How did CCCN(CCC)S(=O)(=O)NCc1ccnc(OCc2ccccc2)c1 do in these assays?
AID inhibitor: 2.0%; UDG counter: -2.5%

How did CCc1ccccc1NC(=O)Cn1nnc(C(=O)Nc2ccc(OC)c(OC)c2)c1N do in these assays?
AID inhibitor: 5.2%; UDG counter: -2.6%

What do the screens show for `CC(=O)N1CCc2c(sc3c2c(=O)n(-c2ccccc2C)c(=O)n3CC(=O)c2ccccc2)C1`?
AID inhibitor: 63.4%[activator]; UDG counter: inconclusive

Results for CC[C@@H](C)[C@H](NC(=O)[C@H](C)n1nnc2ccccc2c1=O)C(=O)O ?
AID inhibitor: 0.5%; UDG counter: 4.9%

What do the screens show for `O=S(=O)(c1ccc(-c2cc(C(F)(F)F)on2)s1)N1CCN(c2cccc(Cl)c2)CC1`?
AID inhibitor: 11.0%; UDG counter: -7.4%

How did CC(=O)Oc1ccc2c(=O)c(-c3nc4ccccc4s3)c(C)oc2c1 do in these assays?
AID inhibitor: 1.9%; UDG counter: -3.5%

How did CC(NCCc1ccccc1)C(C)C(c1ccccc1)c1ccccc1 (configuration not stated) do in these assays?
AID inhibitor: 2.2%; UDG counter: 5.0%

What do the screens show for `CCCn1c2ccccc2c2cnn(CC(=O)N3CCN(c4ccccc4)CC3)c(=O)c21`?
AID inhibitor: inconclusive; UDG counter: 1.8%

How did C/C(=N/OCc1ccc(C(N)=O)cc1)c1cc2ccccc2o1 do in these assays?
AID inhibitor: -9.1%; UDG counter: -14.8%

Results for CCOC(=O)C1=C(CNCc2ccccc2)NC(=O)NC1c1ccccc1 (configuration not stated) ?
AID inhibitor: -19.6%; UDG counter: -18.4%

What do the screens show for `CCC(=O)Oc1ccc2oc(-c3ccc(OC)cc3)cc(=O)c2c1`?
AID inhibitor: -9.0%; UDG counter: -9.3%

How did O=C(NCC(O)c1ccc(F)c(F)c1)c1ccc(=O)[nH]c1 (configuration not stated) do in these assays?
AID inhibitor: -7.6%; UDG counter: -12.6%

What do the screens show for `COc1ccc(C(CC(=O)Nc2ccc(C)cn2)N2Cc3ccccc3C2=O)cc1OC` (configuration not stated)?
AID inhibitor: -13.6%; UDG counter: 0.9%

Results for Cc1cc(C)cc(NC(=O)COC(=O)c2nn(C)c(=O)c3ccccc23)c1 ?
AID inhibitor: -7.8%; UDG counter: 1.7%

How did CC(=O)Nc1ccc(/C(C)=N\OC(C)C(=O)Nc2cccc(C)c2)cc1 (configuration not stated) do in these assays?
AID inhibitor: -8.1%; UDG counter: -5.7%

What do the screens show for `CC(C)(C)c1[nH]c2c(F)cc(F)cc2c1C=O`?
AID inhibitor: 4.0%; UDG counter: -1.9%

How did Cc1ccc(C)c(N2CCN(C(=O)CCc3c(C)nc4c(c3C)c(=O)n(C)c(=O)n4C)CC2)c1 do in these assays?
AID inhibitor: 15.1%; UDG counter: 15.0%

How did Cn1c(SCC(=O)Nc2cccc(F)c2)nc2c(=O)[nH]cnc21 do in these assays?
AID inhibitor: 1.7%; UDG counter: 4.2%

What do the screens show for `Cc1cc(C)nc(Sc2ccc(N)cc2)n1`?
AID inhibitor: -5.5%; UDG counter: -14.9%

Entries shown so far with an aryl thioether with sulfur outside any ring, in the order listed:
What do the screens show for `COc1ccc(-c2nc(SCC(=O)Nc3ccccc3)c(-c3ccc(F)cc3)[nH]2)cc1OC`?
AID inhibitor: -8.5%; UDG counter: 7.6%

Results for Cc1[nH]c2ccccc2c1SCCNC(=O)c1ccc(F)cc1 ?
AID inhibitor: -27.8%; UDG counter: -9.7%

What do the screens show for `CC(=O)Nc1cccc(NC(=O)CSc2cn(CC(=O)N3CCOCC3)c3ccccc23)c1`?
AID inhibitor: 11.8%; UDG counter: -10.3%

How did Cn1c(SCC(=O)Nc2cccc(F)c2)nc2c(=O)[nH]cnc21 do in these assays?
AID inhibitor: 1.7%; UDG counter: 4.2%

What do the screens show for `Cc1cc(C)nc(Sc2ccc(N)cc2)n1`?
AID inhibitor: -5.5%; UDG counter: -14.9%

Further entries:
How did CC(C)c1ccc(NC(=O)CCS(=O)(=O)c2cccc3nonc23)cc1 do in these assays?
AID inhibitor: 12.1%; UDG counter: -23.5%

How did COC(=O)c1c(C)oc2cc3c(C(=O)OC)c(C)oc3cc12 do in these assays?
AID inhibitor: 2.6%; UDG counter: -7.0%

What do the screens show for `CCN(c1ccccc1)c1nc2c(c(=O)[nH]c(=O)n2C)n1CC(=O)O`?
AID inhibitor: -12.0%; UDG counter: -8.5%

Results for O=C(Cn1cnc2onc(-c3ccc(F)cc3)c2c1=O)Nc1ccc(F)c(Cl)c1 ?
AID inhibitor: -31.8%; UDG counter: -7.4%

How did COc1ccc(N2CCN(C(=O)c3nn(C)c4c3CS(=O)(=O)c3ccccc3-4)CC2)cc1 do in these assays?
AID inhibitor: -29.6%; UDG counter: -3.6%

What do the screens show for `CCc1ccccc1NC(=O)Cn1nnc(C(=O)NCc2ccccc2Cl)c1N`?
AID inhibitor: 6.9%; UDG counter: -2.6%

Results for CCOC(=O)c1ccc(NC(=O)c2nc(SC(C)C)ncc2Cl)cc1 ?
AID inhibitor: 16.2%; UDG counter: inconclusive

Results for Cc1c(C(=O)c2ccccc2)c2ccccn2c1CCC#N ?
AID inhibitor: -21.9%; UDG counter: 11.8%

What do the screens show for `Cc1ccc(CNC(=O)c2ccc(Cn3c(=O)c4ccccc4n(CC(=O)Nc4ccc(C)cc4)c3=O)cc2)cc1`?
AID inhibitor: 6.1%; UDG counter: -9.2%

Results for CCN(CC)CCN1C(=O)c2ccccc2NC1c1ccccc1F (configuration not stated) ?
AID inhibitor: -13.3%; UDG counter: 1.2%

What do the screens show for `COc1ccc(NC(=O)CSc2nc(-c3ccccc3)c3ccccc3n2)cc1`?
AID inhibitor: 0.4%; UDG counter: 11.8%

How did COCCNc1nc2c(c(=O)n(Cc3cccc(Br)c3)c(=O)n2C)n1C do in these assays?
AID inhibitor: -4.6%; UDG counter: 4.3%

How did COc1ccc(-n2c3c(c(=O)[nH]c2=O)C(NC(=O)c2ccccc2Cl)(C(F)(F)F)C(=O)N3)cc1 (configuration not stated) do in these assays?
AID inhibitor: 14.8%; UDG counter: -0.4%

How did O/N=C1\CCCCC1c1nccc2ccccc12 (configuration not stated) do in these assays?
AID inhibitor: 4.9%; UDG counter: 1.8%

Results for O=C(NC1CCN(CCCc2nc3ccccc3o2)CC1)C1CC1 ?
AID inhibitor: -1.5%; UDG counter: -0.5%

How did Cc1c(C(=O)NCc2ccc(Cl)cc2)sc2nc3n(c(=O)c12)CCCCC3 do in these assays?
AID inhibitor: -19.6%; UDG counter: -2.2%

How did Cc1ccc(Cl)cc1NC(=O)CCS(=O)(=O)c1ccc2c(c1)n(C)c(=O)c(=O)n2C do in these assays?
AID inhibitor: -6.5%; UDG counter: -4.0%

Results for CCCC(=O)N1N=C(c2cccc(NS(=O)(=O)CC)c2)CC1c1ccco1 (configuration not stated) ?
AID inhibitor: 0.7%; UDG counter: -1.3%

What do the screens show for `COC(=O)c1nnn(-c2cccc(C)c2)c1N`?
AID inhibitor: -4.6%; UDG counter: 8.6%

How did Cc1c(C(=O)NCc2coc(-c3cccs3)n2)cccc1[N+](=O)[O-] do in these assays?
AID inhibitor: -4.4%; UDG counter: -9.0%

How did CCOc1ccc(Cn2c(CNS(=O)(=O)c3cccs3)nc3cccnc32)cc1 do in these assays?
AID inhibitor: 2.9%; UDG counter: 7.2%

What do the screens show for `O=S(=O)(c1ccc(Cl)cc1)c1nnn2c1nc(NCc1ccc3c(c1)OCO3)c1sccc12`?
AID inhibitor: -17.2%; UDG counter: inconclusive

What do the screens show for `CCOc1cc(C(=O)O)cc(-c2ccccc2)c1OC`?
AID inhibitor: -14.6%; UDG counter: -13.0%

How did CC(C)CCn1c(N2CCN(CCCc3ccccc3)CC2)nc2c1c(=O)[nH]c(=O)n2C do in these assays?
AID inhibitor: -19.4%; UDG counter: 5.8%

Results for COc1cc(C(=O)OCCCC(=O)c2ccc(Br)cc2)ccc1OCc1ccc(Cl)cc1 ?
AID inhibitor: -1.3%; UDG counter: -5.3%

Results for Cc1ccc(OCC(=O)Nc2ccc3[nH]c(=O)sc3c2)cc1 ?
AID inhibitor: 17.0%; UDG counter: -3.0%

Results for CCSc1ncc(Cl)c(C(=O)Nc2c(C(=O)c3ccc(C)c(F)c3)oc3ccccc23)n1 ?
AID inhibitor: 18.7%; UDG counter: 39.4%[activator]

Results for COCCCNc1ncnc2c1c(-c1ccccc1)cn2-c1ccc(C)c(Cl)c1 ?
AID inhibitor: inconclusive; UDG counter: -3.7%[57.5 µM]

How did CC(C)NCC(O)COc1cccc2[nH]ccc12 (configuration not stated) do in these assays?
AID inhibitor: 10.4%; UDG counter: 7.2%

What do the screens show for `COc1ccc(S(=O)(=O)Nc2ccc(-c3cn4ccsc4n3)cc2)cc1C`?
AID inhibitor: 21.4%; UDG counter: -1.1%

Results for N#Cc1cccc(C(=O)OCc2cccc3cccnc23)c1 ?
AID inhibitor: -6.7%; UDG counter: -1.6%

What do the screens show for `O=C1CN(CCC2=CCCCC2)[C@H]2CS(=O)(=O)C[C@H]2N1c1ccccc1`?
AID inhibitor: 5.7%; UDG counter: 0.7%

How did Cc1oc(-c2ccc(C(=O)Nc3ccccc3F)cc2)nc1COc1ccccc1 do in these assays?
AID inhibitor: 4.2%; UDG counter: 9.9%

How did COc1ccc(C(=O)/C(C#N)=C\c2ccccc2C(F)(F)F)cc1 do in these assays?
AID inhibitor: -17.9%; UDG counter: 2.5%

Results for CCCCCn1c(-c2cccc(C)c2)nc2ccccc21 ?
AID inhibitor: inconclusive; UDG counter: -3.9%[57.5 µM]

What do the screens show for `O=C(Nc1ccc2nc[nH]c(=O)c2c1)c1ccc(Br)cc1`?
AID inhibitor: -0.5%; UDG counter: 0.0%

What do the screens show for `CCC(=O)Nc1ccc2nc(SCc3ccc(F)cc3)sc2c1`?
AID inhibitor: -6.4%; UDG counter: -1.7%

How did CC(=O)c1ccccc1OCc1ccccc1C do in these assays?
AID inhibitor: -20.3%; UDG counter: -11.5%

Results for CCOc1ccccc1NC(=O)N1CC(CC)Oc2ccccc21 (configuration not stated) ?
AID inhibitor: inconclusive; UDG counter: -13.9%[57.5 µM]

How did CC(Sc1ccc(Br)cn1)C(=O)Nc1cccc(Br)c1 (configuration not stated) do in these assays?
AID inhibitor: -7.2%; UDG counter: -2.1%

Results for CCN(CC)C(=O)CNC(=O)c1cc2ccccc2c(OC)n1 ?
AID inhibitor: 1.3%; UDG counter: -7.5%

What do the screens show for `Fc1ccc(-c2cn3cc(Cc4ccc(Cl)cc4)sc3n2)cc1`?
AID inhibitor: -1.4%; UDG counter: -6.6%

Screens from PubChem BioAssay.
